Compound activity as filed in PubChem BioAssay.
TEAD-YAP block = TEAD-YAP interaction inhibition, primary screen, TEAD-YAP interaction inhibitor project, luminescence, HEK-TIYL cells; 640,000 compounds, 1.4% hits; inhibition, % at 9.12 µM; TEAD-Gal4/YAP UAS-luciferase luminescence; in the data active means inhibition above about 32%;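 further: 0% = median of test compound wells and 100% = reference inhibitor wells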
MITF inh = MITF inhibitors, primary screen, biochemical, AlphaScreen, human | 650,000 compounds, 0.91% hits | AlphaScreen MITF homodimerization, bead proximity signal | AID 1259374, 2018 | Microphthalmia-associated transcription factor (Homo sapiens), O75030 | inhibition, % at 2.6 µM; in the data active means inhibition above about 50%;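 further: 0% = vehicle wells with protein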
FBW7 activator = FBW7 E3 ligase activators, primary screen, biochemical, AlphaScreen, human | F-box/WD repeat-containing protein 7 (Homo sapiens), Q969H0 | AlphaScreen FBW7–phospho-cyclin E peptide binding, activator screen | normalized activity (activation), % at 26.1 µM | 650,000 compounds, 0.13% hits; in the data active means normalized activity above about 1.9%;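 further: purified mutant Fbw7 with reduced substrate affinity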
Target sequence (Q969H0 whole entry, looked up): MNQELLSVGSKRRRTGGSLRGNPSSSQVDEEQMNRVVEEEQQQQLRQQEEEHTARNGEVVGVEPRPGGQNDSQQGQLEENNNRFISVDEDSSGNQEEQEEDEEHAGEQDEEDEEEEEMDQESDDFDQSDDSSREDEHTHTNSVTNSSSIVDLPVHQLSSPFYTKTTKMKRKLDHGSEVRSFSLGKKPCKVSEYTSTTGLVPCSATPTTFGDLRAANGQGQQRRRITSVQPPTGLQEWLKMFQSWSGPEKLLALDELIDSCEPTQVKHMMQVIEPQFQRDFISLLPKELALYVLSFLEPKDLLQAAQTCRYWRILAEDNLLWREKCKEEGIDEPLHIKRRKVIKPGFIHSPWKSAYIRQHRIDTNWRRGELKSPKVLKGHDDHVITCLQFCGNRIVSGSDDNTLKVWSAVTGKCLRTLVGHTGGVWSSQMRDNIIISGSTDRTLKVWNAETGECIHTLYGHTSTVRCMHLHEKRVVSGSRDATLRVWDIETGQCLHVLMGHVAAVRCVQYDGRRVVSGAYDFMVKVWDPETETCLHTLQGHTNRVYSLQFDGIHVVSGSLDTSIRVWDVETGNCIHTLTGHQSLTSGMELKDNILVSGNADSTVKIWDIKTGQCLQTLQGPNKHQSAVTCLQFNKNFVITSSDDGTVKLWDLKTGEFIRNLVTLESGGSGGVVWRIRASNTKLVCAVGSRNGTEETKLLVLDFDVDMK
GPR151 activ = activators of human GPR151, primary screen, cell-based, PathHunter beta-arrestin, luminescence; PathHunter beta-arrestin GPR151 cells; activation, % at 11.2 µM; 650,000 compounds, 1% hits; AID 1508602, 2020; in the data active means activation above about 4.9%;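 further: 0% = median of compound wells and 100% = cells with positive control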
Target sequence (Q8TDV0 whole entry, looked up): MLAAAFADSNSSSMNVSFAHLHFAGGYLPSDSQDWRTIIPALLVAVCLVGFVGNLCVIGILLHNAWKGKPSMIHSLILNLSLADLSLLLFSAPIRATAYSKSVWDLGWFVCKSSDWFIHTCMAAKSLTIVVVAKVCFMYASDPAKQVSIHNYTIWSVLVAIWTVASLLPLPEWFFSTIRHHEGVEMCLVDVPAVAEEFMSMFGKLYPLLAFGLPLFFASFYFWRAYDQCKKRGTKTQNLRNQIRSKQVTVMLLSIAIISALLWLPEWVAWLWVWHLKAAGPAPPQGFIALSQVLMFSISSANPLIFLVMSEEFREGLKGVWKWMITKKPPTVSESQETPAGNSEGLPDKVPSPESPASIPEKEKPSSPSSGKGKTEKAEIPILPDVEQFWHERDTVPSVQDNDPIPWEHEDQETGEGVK
* = called active by the depositor; · = no result given. Rows were taken by chance; any-hit rate near 3.4%.

The first five entries as a preview:
SMILES | TEAD-YAP block | MITF inh | FBW7 activator | GPR151 activ
Cc1cc(C(=O)N2c3ccccc3CC2C)ccc1[N+](=O)[O-] (stereo not given) | -2 | 0 | -0.1 | 0.8
COc1cccc(-n2c(O)c(/C=C3\C(C)=Nc4ccccc43)c(=O)[nH]c2=O)c1 | -1 | 7 | -0.3 | -1.3
CCN(CC)c1ccc2cc(-c3nc(-c4ccc(Br)cc4)cs3)c(=Nc3ccc(Cl)cc3)oc2c1 | 12 | 3 | 0.2 | -1.5
Cc1ccc(-c2[nH]ncc2CNCc2ccco2)cc1 | 5 | 7 | 0.1 | -0.3
CNC(=S)N1CCC(C(=O)NC(c2ccccn2)c2ccccc2OC)CC1 (stereo not given) | 15 | 10 | 0.4 | 0.4

The list itself, from the first entry:
SMILES | TEAD-YAP block | MITF inh | FBW7 activator | GPR151 activ
Cc1cc(C(=O)N2c3ccccc3CC2C)ccc1[N+](=O)[O-] (stereo not given) | -2 | 0 | -0.1 | 0.8
COc1cccc(-n2c(O)c(/C=C3\C(C)=Nc4ccccc43)c(=O)[nH]c2=O)c1 | -1 | 7 | -0.3 | -1.3
CCN(CC)c1ccc2cc(-c3nc(-c4ccc(Br)cc4)cs3)c(=Nc3ccc(Cl)cc3)oc2c1 | 12 | 3 | 0.2 | -1.5
Cc1ccc(-c2[nH]ncc2CNCc2ccco2)cc1 | 5 | 7 | 0.1 | -0.3
CNC(=S)N1CCC(C(=O)NC(c2ccccn2)c2ccccc2OC)CC1 (stereo not given) | 15 | 10 | 0.4 | 0.4
O=C(Nc1ccc(Cl)cc1)c1cnc2ccccn12 | -23 | 17 | 0.0 | -1.0
O=C(COC(=O)CCS(=O)(=O)c1ccccc1Cl)NC(=O)NCc1ccco1 | 2 | -2 | -0.1 | 6.4*
CC(=O)Nc1ccc(Nc2cc(C)nc(NCc3ccc4c(c3)OCO4)n2)cc1 | 31 | 0 | 1.5 | -1.5
CC(Oc1ccc(Cl)cc1Cl)C(=O)NNC(=O)c1ccccc1F (stereo not given) | -3 | -5 | -0.1 | -1.0
COC(CNC(=O)C(C)N1C(=O)CC(C)(C)Sc2ccccc21)OC (stereo not given) | 5 | -1 | 0.0 | 0.5
O=C(O)c1c(CNC2CCCc3ccccc32)c2ccccc2n1Cc1ccccc1 (stereo not given) | 9 | -2 | -0.1 | 4.4
O=C(O)c1c(CNCc2ccc(F)cc2)c2ccccc2n1Cc1ccccc1F | 15 | 8 | 0.5 | 0.4
COc1ccc2ccc(OC)c(C3C(C#N)=C(N)OC4=C3C(=O)CC(C)(C)C4)c2c1 (stereo not given) | 1 | -1 | -0.3 | 0.1
CC1=C(C(=O)Nc2cccnc2)C(c2ccccc2)n2nc(-c3cccc(C)c3)nc2N1 (stereo not given) | 0 | -5 | -0.1 | 0.2
Cc1c(C(=O)NCc2nnc(SCC(=O)Nc3nc4ccccc4s3)n2-c2ccccc2)cccc1[N+](=O)[O-] | 7 | 10 | 0.1 | 0.8
CCOC(=O)c1c(NC(=O)C(c2ccccc2)c2ccccc2)sc(C)c1C | -4 | -4 | -0.1 | 2.4
CCOc1ccc(Nc2cc(C(=O)NCC3CCCO3)c3ccccc3n2)cc1 (stereo not given) | 11 | 3 | 0.1 | 0.1
CC1CC(C)CN(Cc2nc3c(c(=O)n(C)c(=O)n3C)n2Cc2ccccc2Cl)C1 (stereo not given) | -4 | -21 | -0.3 | -0.1
O=C(NC1CC1)c1n[nH]c2ccccc12 | -28 | -1 | 0.0 | -2.8
CC(C)NC(=O)c1sc(=S)n2c1[nH]c(=O)c1ccc(C(=O)NC3CCCCC3)cc12 | -6 | -1 | 0.0 | 1.9
COc1ccc(-c2nc(NCCOc3ccccc3)c3ncn(-c4ccccc4)c3n2)cn1 | 6 | -8 | 0.0 | 1.1
O=C(c1nn2c(c1Br)NC(c1cccs1)CC2C(F)(F)F)N1CCCCC1 (stereo not given) | 21 | 11 | 0.3 | -0.4
O=C(NC(=S)Nc1ccc(Cl)c(-c2nc3ncccc3o2)c1)c1cccc(F)c1 | -12 | 23 | 0.7 | 1.3
O=C1CCC/C(=N/NC(=O)c2ccc(Cn3nnc(-c4ccccc4)n3)cc2)C1 | 0 | 3 | 0.2 | 0.1
CCOc1ccc(-c2nnc3n(Cc4ccc(F)cc4)c4c(=O)n(C)c(=O)n(C)c4n23)cc1 | 3 | -2 | 0.0 | -0.5
Cc1ccc(C(=O)Nc2nc3c(s2)CCCC3)cc1 | -40 | -11 | -0.1 | -2.7
Cc1ccc2c(c1)c(=O)c1ccccc1n2CC(=O)Nc1ccccc1F | 2 | 12 | 0.2 | -0.2
CCCNC(=O)OC[C@H]1O[C@H](CCO/N=C(\C)CCN2CCc3nc(-c4ccccc4)c(-c4ccccc4)cc3C2)C=C[C@@H]1Oc1ccc(OC)cc1 | · | -2 | 0.9 | -1.8
COc1cc(NS(=O)(=O)c2ccc(-c3cc(C)no3)cc2)cc(OC)c1OC | 61* | 14 | 1.0 | 1.6
CN(C)CCN1C(=O)C(O)=C(C(=O)c2cccs2)C1c1ccc(F)cc1 (stereo not given) | 3 | 3 | 0.5 | -2.0
CCc1cccc(C)c1NC(=O)CN(C)S(=O)(=O)c1ccc(Br)cc1 | 11 | 8 | 0.4 | -0.8
COc1ccc(CCNS(=O)(=O)c2c(C)n(C)c(=O)n(C)c2=O)cc1OC | 4 | -1 | -0.4 | -1.1
COc1ccc(CCNC(=O)c2onc(C)c2Cl)cc1OC | 1 | 8 | 0.2 | -0.6
Cc1cccc(C(=O)Nc2ccc(C(=O)OC3CCCCCCCCCCC3)cc2)c1 | -3 | -6 | 0.0 | 0.7
CCC(=O)Nc1ccc(C2=Nn3c(COc4ccc(OC)cc4)nnc3SC2)cc1 | 48* | -5 | -0.2 | -1.9
Cc1ccc(C)c(OCc2cc(C(=O)N3CCN(C(=O)c4ccco4)CC3)no2)c1 | -77 | 5 | 0.0 | 0.4
S=C1CCN(Cc2ccccc2)c2ccccc2N1 | 0 | -1 | 0.0 | 0.4
CCCCCCC(=O)N/N=C/c1ccccc1 | 5 | 3 | 0.1 | -0.1
CCOC(=O)COc1cc2oc(=O)c3c(c2cc1Cl)CCC3 | -6 | 7 | 0.0 | 0.3
CCOc1ccc(/C(O)=C2\C(=O)C(=O)N(c3nccs3)C2c2ccc(C(C)(C)C)cc2)cc1 (stereo not given) | -33 | -1 | 0.2 | 1.2
O=C(NCCS(=O)(=O)N1CCc2ccccc21)C1c2ccccc2Oc2ccccc21 | 3 | -6 | -0.1 | 0.6
COc1ccc(Cn2nnnc2C(c2ccc(N(C)C)cc2)N2CCC(C(N)=O)CC2)cc1 (stereo not given) | 3 | 16 | 1.4 | -1.5
NC(=O)c1ccccc1NC(=O)CCN1C(=O)c2cccc([N+](=O)[O-])c2C1=O | -1 | 9 | 0.8 | 5.4*
COc1ccc2c(c1)NC1(CCN(C(=O)c3cc(C)[nH]c3C)CC1)c1cccn1-2 | 6 | 4 | 0.0 | 0.3
O=C(COC(=O)c1cccc(Br)c1)c1ccc(Br)cc1 | -1 | 1 | 0.0 | -1.7
CC(C)(C)SCCNC(=O)c1ccccc1 | -63 | 12 | 0.0 | -0.4
COc1ccc(S(=O)(=O)Nc2ccc(-n3cnnn3)cc2)cc1Br | 3 | -8 | -0.1 | -0.9
O=[N+]([O-])c1ccc(N2CCCC2)cc1N1CCCCCC1 | 13 | 26 | -0.3 | 2.1
O=C(N/N=C(\C=N\NC(=O)c1ccccc1O)c1ccccc1)c1ccccc1O | 0 | 16 | 0.4 | -0.1
COc1ccc(C2c3c(oc4ccc(C)cc4c3=O)C(=O)N2c2nnc(C)s2)cc1 (stereo not given) | 9 | 14 | 0.2 | 1.7
COc1cc(C2NC(=O)NC3=C2C(=O)N(CCCO)C3)ccc1O (stereo not given) | -2 | 5 | 0.0 | -0.7
CC1(C)N([O-])c2cc([N+](=O)[O-])ccc2[N+]1=O | -2 | 27 | 0.2 | -0.5
Cc1nc(Cl)c2c(C)c(C)sc2n1 | 5 | 7 | 0.7 | -0.3
FC(F)(F)c1ccc(NCC2CCCO2)nc1 (stereo not given) | -9 | 5 | -0.1 | 1.0
COc1ccc(-n2c(CN3C(=O)c4ccccc4C3=O)nc3ccccc3c2=O)cc1 | 2 | 21 | 1.5 | -1.9
NC(=O)c1cccc(Nc2ncc(Cl)c(-c3ccccc3)n2)c1 | -21 | -2 | 0.7 | -0.9
CCOc1ccc(-c2cc3ccccn3c2)cc1 | 1 | -7 | 0.3 | -0.6
CCSc1nnc(NC(=O)CCC(=O)Nc2nnc(SCC)s2)s1 | 6 | 12 | 0.1 | -0.9
CCCC1(C(=O)OCC)NC(c2cc(OC)c(OC)c(OC)c2)C2C(=O)N(CC)C(=O)C21 (stereo not given) | 13 | 1 | 0.0 | 0.2
O=C(c1cccc(N2C(=O)c3ccccc3C2=O)c1)N1CCCCCC1 | 4 | 37 | 0.0 | -1.4

(further entries)
SMILES | TEAD-YAP block | MITF inh | FBW7 activator | GPR151 activ
Cc1c(C(=O)Nc2cnc3ccccc3c2)sc2ncnc(N3CCc4ccccc4C3)c12 | 9 | 3 | -0.2 | 0.3
CN1C(=O)C(c2ccccc2)C2(CCN(Cc3ccccc3)CC2)C1=O (stereo not given) | 2 | 20 | 0.0 | -0.3
Cc1cccnc1NC(=O)c1ccccc1NC(=O)C(C)(C)C | -2 | 0 | -0.5 | -0.5
N#CC1=C(N)Oc2[nH]c(=O)[nH]c(=O)c2C1c1ccccc1F (stereo not given) | -3 | -13 | 0.1 | 1.7
O=C(CCC1(Cc2cccs2)CCC(=O)N1)NCC1COc2ccccc2O1 (stereo not given) | -56 | -16 | 0.1 | -1.2
Cc1nn(C)c(C)c1-c1nc(NCc2cccc(C(F)(F)F)c2)c2ncn(-c3ccccc3)c2n1 | -3 | -6 | 0.0 | 0.2
CC(C)CCNC(=O)C(=O)NCCOc1ccccc1 | -4 | 7 | 0.1 | 2.3
COC(c1ccc2c(c1)CN(C(=O)c1nc3ncccn3n1)CCO2)C1CCCCC1 (stereo not given) | -4 | 8 | 0.0 | 9.5*
CCCCOC(=O)C1=C(C)NC2=C(C(=O)CC(C)(C)C2)C1c1cc2c(cc1[N+](=O)[O-])OCO2 (stereo not given) | -3 | 38 | 0.1 | 0.8
Cc1ccc(S(=O)(=O)N(C)CC(=O)Nc2cccc(F)c2)cc1 | 2 | 11 | 0.0 | 0.3
COc1ccc(Cl)cc1C(=O)Nc1ccc([N+](=O)[O-])cc1C | -2 | 20 | 0.0 | 2.6
COCCCn1c(=O)[nH]c2ncc(-c3cc(C(C)C)ccc3OC)nc21 | 3 | 15 | -0.2 | -0.3
O=C(CSc1ncccn1)NC12CC3CC(CC(C3)C1)C2 | -6 | 9 | 0.1 | 0.2
COc1ccc(/C=N/NC(=O)COc2ccc(C)cc2[N+](=O)[O-])cc1 | 4 | -3 | -0.1 | 1.0
CCn1c(C)nc2cc(C(=O)NNC(=O)Cn3cnc4c3c(=O)n(C)c(=O)n4C)ccc21 | 6 | 11 | 0.1 | 1.1
CN1C=C/C(=C/c2cccc[n+]2C)c2ccccc21 | 13 | -6 | -0.1 | -0.2
CC(C(=O)Nc1ccccc1Br)c1ccc([N+](=O)[O-])cc1 (stereo not given) | 6 | 17 | -0.1 | -1.1
CCN(CC)S(=O)(=O)c1ccc(N/N=C/c2ccc(O)cc2)nc1 | 2 | 22 | 0.0 | 5.7*
Cc1ccc(NC(=O)C2CCCN(S(=O)(=O)c3cnc[nH]3)C2)cc1 (stereo not given) | 4 | -4 | -0.3 | 0.6
CCOC(=O)c1c(NC(=O)Cc2ccc(Br)cc2)sc(C(C)=O)c1C | 3 | -4 | 0.0 | 0.9
Cc1[nH]nc2c1C(c1ccccc1OCc1ccccc1Cl)C(C#N)=C(N)O2 (stereo not given) | 7 | 11 | 0.0 | 0.2
CCOc1ccc(C(=O)Nc2ccc(S(=O)(=O)N3CCCCCC3)cc2)cc1OCC | -5 | 6 | 0.0 | -0.1
COc1ccc2nc(N3CCC(NCc4cccc(OC)c4OC)CC3)nc(C)c2c1 | 12 | 0 | 0.0 | -0.2
CCCCc1sc(/C=N/NC(N)=O)cc1[N+](=O)[O-] | -11 | -12 | -0.1 | -0.5
O=c1[nH]cnc2nc(N3CCCCC3)[nH]c12 | -1 | 2 | 0.0 | 1.4
C#CCN1C(=O)c2ccccc2S1(=O)=O | 3 | 7 | 0.0 | -1.2
CC1=NN(c2ccccc2)C(=O)C1C(=O)c1ccc(Br)cc1 (stereo not given) | 37* | 1 | 0.0 | -0.6
O=C(CN1CCN(S(=O)(=O)c2cccc([N+](=O)[O-])c2)CC1)Nc1ccc(OCc2ccccc2)cc1 | 18 | 15 | 0.3 | -0.8
COc1cccc(-c2ncnn2-c2ccc(Cl)c(C)c2)c1OC | 5 | 4 | 0.3 | -0.5
O=C(Nc1ccon1)c1cccc(S(=O)(=O)N2CCCCCC2)c1 | 1 | 0 | -0.1 | -1.3
CCCCSc1nnc2c(n1)OC(c1ccc(OC)c(OC)c1)Nc1ccccc1-2 (stereo not given) | -4 | 13 | 0.3 | -1.6

Whole records as entered above. Values in the order: TEAD-YAP block	MITF inh	FBW7 activator	GPR151 activ
CCCCSc1nnc2c(n1)OC(c1ccc(OC)c(OC)c1)Nc1ccccc1-2 (stereo not given) is listed with -4	13	0.3	-1.6
CC1=NN(c2ccccc2)C(=O)C1C(=O)c1ccc(Br)cc1 (stereo not given) is listed with 37*	1	0.0	-0.6
O=C(Nc1ccon1)c1cccc(S(=O)(=O)N2CCCCCC2)c1 is listed with 1	0	-0.1	-1.3
